# From PubChem
# mHtt clearance: clearance of mutant huntingtin inclusions, primary screen, imaging, HeLa Exon1htt(103Q)mCFP, confocal imaging; aggregate imaging; zero = plate's median compound well; inhibition, % at 1.5 µM; 47,000 compounds, 0.42% hits;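 active = inhibition of aggregate fluorescence above about 70%, also judged a hit by eye on the cell image, limit read from the data, passing the limit was not always enough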;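 note: cells exposed to compound for three days before fixation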
# mHtt clearance grain fraction: second read-out of mHtt clearance, no call of its own (marks repeat the call); fraction fluorescence in grains; measured here: aggregate grain fluorescence fraction; active compounds read low;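 scaled fraction of total cell fluorescence in grains with unit not stated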
# Active calls of the source: *.
SMILES,mHtt clearance,mHtt clearance grain fraction
Cc1cccc2c1NC(=O)/C2=C\C(=O)c1cccs1,-98,39

# An excerpt, so the mix of outcomes need not match the whole.
